From PubChem
eIF4E-4G inh: inhibitors of eIF4E and eIF4G interaction in translation initiation; P63073+Q04637; TR-FRET eIF4E-eIF4GI(517-606) binding, 2 h; inhibition, % at 21.7 µM; 220,000 compounds, 0.37% hits; AID 782;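 active means inhibition above about 30%, limit read from the data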;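 further: 0% = full FRET control wells and 100% = background wells lacking eIF4GI fragment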
Target sequence (P63073 whole entry, looked up, the tested form may be a part): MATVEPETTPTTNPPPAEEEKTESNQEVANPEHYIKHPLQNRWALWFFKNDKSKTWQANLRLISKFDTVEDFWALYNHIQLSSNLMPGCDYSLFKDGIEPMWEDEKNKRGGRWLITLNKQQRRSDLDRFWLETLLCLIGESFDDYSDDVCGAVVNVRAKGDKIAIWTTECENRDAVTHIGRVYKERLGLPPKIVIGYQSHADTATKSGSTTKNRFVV
Target sequence (Q04637 whole entry, looked up, the tested form may be a part): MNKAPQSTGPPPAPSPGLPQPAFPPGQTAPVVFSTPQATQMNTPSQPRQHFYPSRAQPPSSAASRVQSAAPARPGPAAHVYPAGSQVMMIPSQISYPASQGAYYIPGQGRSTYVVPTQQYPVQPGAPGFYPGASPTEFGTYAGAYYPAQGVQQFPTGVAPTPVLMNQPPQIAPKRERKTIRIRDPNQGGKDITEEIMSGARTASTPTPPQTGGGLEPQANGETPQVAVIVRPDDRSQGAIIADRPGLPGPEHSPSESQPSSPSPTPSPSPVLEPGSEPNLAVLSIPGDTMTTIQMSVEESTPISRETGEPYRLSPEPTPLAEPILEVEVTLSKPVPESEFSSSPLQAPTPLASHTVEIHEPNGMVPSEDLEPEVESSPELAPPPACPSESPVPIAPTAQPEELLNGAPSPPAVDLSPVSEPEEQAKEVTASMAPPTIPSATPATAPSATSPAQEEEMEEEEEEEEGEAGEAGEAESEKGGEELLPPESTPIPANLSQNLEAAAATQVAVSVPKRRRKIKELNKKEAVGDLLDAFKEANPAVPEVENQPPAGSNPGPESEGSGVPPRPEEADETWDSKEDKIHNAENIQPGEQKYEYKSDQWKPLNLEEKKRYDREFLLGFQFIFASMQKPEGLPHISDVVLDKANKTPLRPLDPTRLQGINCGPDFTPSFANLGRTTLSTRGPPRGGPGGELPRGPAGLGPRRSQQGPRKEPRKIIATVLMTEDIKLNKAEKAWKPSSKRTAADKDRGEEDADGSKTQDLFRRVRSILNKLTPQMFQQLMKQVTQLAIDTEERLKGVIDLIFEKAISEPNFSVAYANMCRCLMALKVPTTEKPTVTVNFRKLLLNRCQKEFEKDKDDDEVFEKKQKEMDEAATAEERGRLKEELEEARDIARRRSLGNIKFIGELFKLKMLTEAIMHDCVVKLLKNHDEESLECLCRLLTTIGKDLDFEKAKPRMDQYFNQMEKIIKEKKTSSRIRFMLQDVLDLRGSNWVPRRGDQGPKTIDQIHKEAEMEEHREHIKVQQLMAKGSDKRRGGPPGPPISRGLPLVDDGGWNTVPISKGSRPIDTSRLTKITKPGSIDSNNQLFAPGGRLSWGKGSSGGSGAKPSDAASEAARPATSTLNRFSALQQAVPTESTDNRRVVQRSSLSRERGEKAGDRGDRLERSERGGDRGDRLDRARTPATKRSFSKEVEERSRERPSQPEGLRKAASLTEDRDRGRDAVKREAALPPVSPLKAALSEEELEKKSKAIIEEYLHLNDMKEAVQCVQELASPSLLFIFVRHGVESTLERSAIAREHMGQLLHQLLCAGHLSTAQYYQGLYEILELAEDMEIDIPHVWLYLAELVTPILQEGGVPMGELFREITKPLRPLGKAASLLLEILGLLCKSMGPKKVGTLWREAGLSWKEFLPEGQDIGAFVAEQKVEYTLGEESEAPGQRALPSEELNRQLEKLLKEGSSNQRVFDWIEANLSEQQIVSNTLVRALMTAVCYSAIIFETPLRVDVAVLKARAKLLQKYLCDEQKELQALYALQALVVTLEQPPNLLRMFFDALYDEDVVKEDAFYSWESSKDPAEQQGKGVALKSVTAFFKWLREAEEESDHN
MDM2 E3 inh: inhibitors of human Mdm2 E3 ubiquitin ligase; Q00987; cell-based MDM2 ubiquitination luciferase reporter, 2 h; 0 = plate control, 100 = twice control, blank-subtracted; signal enhancement, % at 5 µM; 210,000 compounds, 0.11% hits; AID 1230;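 active means signal enhancement of 30% or more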;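 further: luminescence tracks abundance of the self-degrading MDM2-luciferase fusion protein; higher signal means inhibition of MDM2 E3 ligase activity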
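Assay system: stable mammalian line carrying autodegrading MDM2–luciferase fusion reporter; amount: 2000 cells seeded into each well; buffer or medium: DMEM; benchmarks: plate control and blank wells; signal: luciferase luminescence; timing: 2 h compound exposure at 37 °C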
FXIIa inh: factor XIIa (human) inhibition. P00748. purified FXIIa, Boc-QGR-AMC fluorogenic substrate, 2 h. inhibition, % at 5 µM. 220,000 compounds, 0.3% hits. AID 800; in the data active means inhibition above about 40%;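 further: 0% = enzyme with no compound and 100% = blank without enzyme; many of its hits are not listed in these tables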
Wee1 degr inh: human Wee1 degradation inhibition, primary screen. HeLa Luc-Wee1K328M stability, luciferase luminescence; 100% = proteasome inhibitor MG132 effect. 220,000 compounds, 1.2% hits. AID 1321. reporter increase, % at 5 µM. P30291;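 active means activation above the mean of all tested compounds plus 3 SD, set per screening run, cut at about 8.8% in these data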;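 further: cells exposed to compound for 20 h before luminescence read; 0% = DMSO alone and 100% = MG132 at 30 µM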
14-3-3 Bad inh: disrupts binding of bovine 14-3-3 zeta to phospho-Bad peptide. P63103. TR-FRET 14-3-3zeta/Dy647-pBad peptide displacement, 1 h. inhibition, % at 21.7 µM. 220,000 compounds, 0.71% hits. AID 781;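 active means inhibition above about 70%, limit read from the data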;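 further: 0% = full 14-3-3 plus peptide FRET controls and 100% = background without 14-3-3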
Rad51 HR inh: blocks human Rad51 in homologous recombination. 200,000 compounds, 0.085% hits. Q06609. AID 1385. hRad51 DNA strand exchange, fluorescence dequenching. inhibition, % at 10 µM;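 active means inhibition above 40% at the single screening dose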;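 further: 0% = DMSO control wells and 100% = blanks with heterologous ssDNA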
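Test system: preformed human Rad51 ssDNA filaments; also added: Donor/quencher-labelled 47-bp dsDNA substrate; doses: 10 µM final, single point; times: 37 °C 15-min filament assembly, 30-min compound preincubation, 15-min exchange; detection: FRET fluorescence dequenching, excitation 485 nm, emission 520 nm; read-out basis: Fluorescence-based percent inhibition, control- and blank-normalised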
p97 inhibitor: blocks human p97 ATPase activity | P55072 | AID 1481 | 220,000 compounds, 0.42% hits | inhibition, % at 8 µM | recombinant p97 ATPase, Kinase-Glo ATP luminescence, 3 h; in the data active means inhibition above about 15%;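 further: 0% = DMSO vehicle and 100% = wells lacking enzyme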
KLK5 inh: blocks human kallikrein 5 protease activity; recombinant hK5, fluorogenic AMC substrate cleavage; inhibition, % at 5 µM; 210,000 compounds, 0.59% hits; AID 873;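 active means inhibition of 40% or more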;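 further: 0% = enzyme controls without compound and 100% = no-enzyme blanks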
FXIa inh: inhibitors of human coagulation factor XIa. P03951. purified FXIa, Boc-Glu-Ala-Arg-AMC fluorogenic substrate. inhibition, % at 5 µM. 220,000 compounds, 0.14% hits. AID 798;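 active means inhibition of at least 40%; inactive means inhibition below 40%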;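 further: fluorescence of freed AMC excited at 355 nm; 0% = enzyme without compound and 100% = no enzyme blank; many of its hits are not listed in these tables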
The depositor's hits bear a star; nt = not tested or not shown; & = joins results of further samples; [ ] = remark or other dose.

Each structure is followed by: eIF4E-4G inh, 14-3-3 Bad inh, Wee1 degr inh, MDM2 E3 inh, KLK5 inh, FXIa inh, p97 inhibitor, Rad51 HR inh, FXIIa inh
> CN(C(=O)CSc1nnc(-c2c[nH]c3ccccc23)o1)C1CCS(=O)(=O)C1 (configuration not stated)
    4, -1, 0, -6, 1, 23, 1, 10, 11
> O/N=C/c1ccccc1OCc1ccc(Cl)cc1
    4, 6, 0, -2, -4, -6, 3, 2, 3
> Cc1ccccc1N=C1Nc2ccccc2CS1
    2, 7, -4, -33, 13, -9, -7, 7, -16
> CCOc1cc(/C=C2/SC(=O)N(CC(=O)N3CCc4ccccc4C3)C2=O)ccc1OCC(=O)O
    8, -6[fluorescence artefact?], 0, -5, -15, 4, 3, 4, 12
> CN(C)S(=O)(=O)c1ccc(NC(=O)c2cccnc2)cc1
    4, -5[fluorescence artefact?], -3, -4, -3, -4, 0, -3, 10
> COc1ccc2nc(NC(C)=O)sc2c1
    0, 6, -2, -31, -7, -3, 0, 0, 1
> NC(=O)c1c(NC(NC(=O)c2ccco2)(C(F)(F)F)C(F)(F)F)sc2c1CCCC2
    1[fluorescence artefact?], 0[fluorescence artefact?], 1, -24, -6, -6, 4, 1, 3
> Cc1noc(C)c1COC(=O)c1ccccc1Sc1ccccc1C#N
    -3, -7, -2, -14, -19, 2, 2, -5, 7
> COc1ccc(Nc2nc(N)nc(CSC(=S)N3CCCCC3)n2)cc1
    1, -6, -1, 2, -6, -8, 1, 0, 2
> Cc1ccc(-c2nnc(Oc3ccc(NC(=O)c4ccccc4)cc3)c3ccccc23)cc1
    13, 23, -2, -6, 2, -2, -7, 0, -2
> NC(=O)CN1CCN(C(=O)Nc2ccccc2)CC1
    1, -1, -1, -9, -3, -8, 1, -4, -3
> COC(=O)c1c(NC(=O)CSc2nnc(C)c(=O)[nH]2)sc(C)c1C
    -2, -11, 5, -5, 0, -9, 0, 21, -2
> COCCn1c(-c2cccc(Br)c2)nc2c(c(=O)c3ccccc3n2C)c1=O
    -1, 10, -1, 0, -5, 7, 10, 20, 8
> Cc1[nH]c2ccccc2c1C(=O)C(=O)N1CCCc2ccccc21
    -2, 1, -1, -19, 1, -12, -4, -2, -10
> Brc1ccc(/C=C/C=N/Nc2nc3ccccc3s2)cc1
    -1, 7, -1, -19, 0, 4, 2, 0, 18
> CC(C)CC(=O)Nc1ccccc1-c1nnn(CC(=O)N2CCOCC2)n1
    1[fluorescence artefact?], -12[fluorescence artefact?], -1, -14, -38, -21, 1, 11, 2
> CC(C)CC(=O)Nc1ccc(C(=O)NN2C(=O)c3ccccc3C2=O)cc1
    2[fluorescence artefact?], 10, -2, -6, -2, 4, 4, 2, 5
> CCCC/C=C1\CCc2c([nH]c3ccccc23)C1=O
    -3, -6, 0, -27, 23, 2, -1, nt, 9
> Cc1ccc(NC(=O)C2CCCN2C(=O)NC2CCCCC2)c(C)c1 (configuration not stated)
    -6, 11[fluorescence artefact?], -2, 0, -3, 16, 1, -2, 25
> COc1ccc(NC(=O)NC2CC3CCCC(C2)N3Cc2ccccc2)cc1 (configuration not stated)
    -1[fluorescence artefact?], 1, 0, -12, -7, -4, -3, 0, 10

Only Rad51 HR inh (2 entries from above):
SMILES | Rad51 HR inh
CC(C)CC(=O)Nc1ccccc1-c1nnn(CC(=O)N2CCOCC2)n1 | 11
COc1ccc(Nc2nc(N)nc(CSC(=S)N3CCCCC3)n2)cc1 | 0

Laid out differently: results already given.
canonical_smiles	eIF4E-4G inh	14-3-3 Bad inh	Wee1 degr inh	MDM2 E3 inh	KLK5 inh	FXIa inh	p97 inhibitor	Rad51 HR inh	FXIIa inh
CCOc1cc(/C=C2/SC(=O)N(CC(=O)N3CCc4ccccc4C3)C2=O)ccc1OCC(=O)O	8	-6[fluorescence artefact?]	0	-5	-15	4	3	4	12
COc1ccc(Nc2nc(N)nc(CSC(=S)N3CCCCC3)n2)cc1	1	-6	-1	2	-6	-8	1	0	2
COC(=O)c1c(NC(=O)CSc2nnc(C)c(=O)[nH]2)sc(C)c1C	-2	-11	5	-5	0	-9	0	21	-2
Cc1noc(C)c1COC(=O)c1ccccc1Sc1ccccc1C#N	-3	-7	-2	-14	-19	2	2	-5	7
Cc1ccccc1N=C1Nc2ccccc2CS1	2	7	-4	-33	13	-9	-7	7	-16
NC(=O)c1c(NC(NC(=O)c2ccco2)(C(F)(F)F)C(F)(F)F)sc2c1CCCC2	1[fluorescence artefact?]	0[fluorescence artefact?]	1	-24	-6	-6	4	1	3
O/N=C/c1ccccc1OCc1ccc(Cl)cc1	4	6	0	-2	-4	-6	3	2	3

(next part)
Each structure is followed by: eIF4E-4G inh, 14-3-3 Bad inh, Wee1 degr inh, MDM2 E3 inh, KLK5 inh, FXIa inh, p97 inhibitor, Rad51 HR inh, FXIIa inh
> CC(=O)c1ccc2c(c1)N(C)c1ccccc1S2
    -5[fluorescence artefact?], -3, 0, -9, 41*, 16, -8, -13, 21
> Cc1ccccc1-n1c(=O)cc(N2CCc3ccccc3C2)[nH]c1=O
    1, -2, 0, 4, -4, -8, 1, -8, -6
> Cc1ccc(NC(=O)Cn2c(O)c(N=NC(=O)c3ccncc3)c3ccccc32)cc1
    3, 21, -1, 2, 7, -1, 6, -4, 6
> O=C1CCCC(NCCCCCCNC2=C([N+](=O)[O-])C(=O)CCC2)=C1[N+](=O)[O-]
    0[fluorescence artefact?], 1, 0, -4, 1, 2, 2, -9, 14
> c1cc(-c2nnc3n2CCCCC3)ccn1
    -9, -15[fluorescence artefact?], -5, -5, -4, 3, -2, 12, 14
> CCCOc1cccc(C2/C(=C(/O)c3ccc(F)cc3)C(=O)C(=O)N2CCN(C)C)c1 (configuration not stated)
    3, 0, -2, 1, 0, 9, 2, 6, 28
> CCS(=O)(=O)CCSc1nc2ccccc2s1
    -2[fluorescence artefact?], 17[fluorescence artefact?], 1, -10, -2, 22, -7, 2, 28
> Nc1ccc(SCCN2C(=O)c3ccccc3C2=O)cc1
    0, -5, 8, -19, -4, -5, 4, 9, -2
> COC(=O)[C@@H]1C[C@@H]2CC[C@@H](O)C[C@@H]2N1Cc1ccccc1OS(=O)(=O)c1ccc(C)cc1
    -10, -3, nt, 10, 2, 3, nt, -9, 9
> CCC(=O)Oc1cccc(C(=O)Nc2ccc(-c3nnc(-c4ccco4)o3)cc2)c1
    9, 15, 4, -5, -23, 1, 1, -14, 0
> CC(C)CNC(=O)CSc1nnc(-c2ccccn2)n1Cc1ccccc1
    2[fluorescence artefact?], 3, 2, -11, 2, 0, 0, 6, 13
> CCCC(=O)Nc1nc(-c2ccccc2)ns1
    18[fluorescence artefact?], 5, 2, 1, 7, 4, 3, 10, 3
> COc1ccc(NC(=O)C2CCCN(S(=O)(=O)c3c(C)[nH]c(=O)[nH]c3=O)C2)cc1Cl (configuration not stated)
    -3, -6, 1, -7, 2, 0, -5, -10, 9
> COc1cc(CN2CCNC(=O)C2CC(=O)NCc2csc(C(C)C)n2)cc(OC)c1 (configuration not stated)
    -2, -6, -2, -4, 1, -3, -3, -2, 6
> Cc1ccc2cc(/C=N/NC(=O)c3ccccc3O)c(Cl)nc2c1
    -1, -14, -1, -17, 3, -10, -5, -2, 6
> CN(C)C(=O)c1cc(C(=O)c2ccccc2Cl)c[nH]1
    -7, 0, 0, -2, -26, -9, 1, 7, -6
> CSc1ccccc1Nc1ncnc(N)n1
    3, -4, 4, -20, 16, -13, 1, -10, 2
> COc1cccc(NC(=O)Nc2cccn(Cc3ccccc3)c2=O)c1
    -1, 8, 0, 3, -2, -2, 8, -4, 7
> O=C(CC1C(=O)NCCN1Cc1ccc(-c2ccccc2)cc1)NCc1ccccc1 (configuration not stated)
    1, -7, 4, -3, 18, 6, -10, -7, 19
> CC(C)(C)c1nnc(N/N=C/c2ccc(Br)cc2)n(N)c1=O
    -12, -3, 1, 5, -14, 6, -5, 10, 9

Sorted by length of the SMILES (high to low): three of the compounds above.
Each structure is followed by: eIF4E-4G inh, 14-3-3 Bad inh, Wee1 degr inh, MDM2 E3 inh, KLK5 inh, FXIa inh, p97 inhibitor, Rad51 HR inh, FXIIa inh
> COC(=O)[C@@H]1C[C@@H]2CC[C@@H](O)C[C@@H]2N1Cc1ccccc1OS(=O)(=O)c1ccc(C)cc1
    -10, -3, nt, 10, 2, 3, nt, -9, 9
> COc1ccc(NC(=O)C2CCCN(S(=O)(=O)c3c(C)[nH]c(=O)[nH]c3=O)C2)cc1Cl (configuration not stated)
    -3, -6, 1, -7, 2, 0, -5, -10, 9
> c1cc(-c2nnc3n2CCCCC3)ccn1
    -9, -15[fluorescence artefact?], -5, -5, -4, 3, -2, 12, 14

Following part
Each structure is followed by: eIF4E-4G inh, 14-3-3 Bad inh, Wee1 degr inh, MDM2 E3 inh, KLK5 inh, FXIa inh, p97 inhibitor, Rad51 HR inh, FXIIa inh
> COc1ccccc1-c1ccc(/C=C2/C=C(C)OC2=O)o1
    0, 11, -3, -5, -6, 4, 3, nt, 10
> Cc1[nH]nc2c1-c1nc3ccccc3nc1C(C)(C)C2
    14, 27[fluorescence artefact?], 1, 5, -18, 4, -3, -3, 13
> Cc1ccccc1NC(=O)c1ccc2c(c1)OCCO2
    4, -7, -1, -13, 1, -2, 0, 4, 7
> Cc1ccc(NC(=O)CSc2nnc(CCNC(=O)OC(C)(C)C)o2)c(C)c1
    -5[fluorescence artefact?], 2, -2, -16, -2, -7, 1, -2, 5
> CCOc1ccc(N(CC(=O)N/N=C/c2ccc(OC(C)C)cc2)S(C)(=O)=O)cc1
    0, 16, 4, 5, -4, 0, 1, 17, 6
> O=C1CC(c2ccc(O)cc2)Oc2cc(O)cc(O)c21 (configuration not stated)
    -1, -2, -2, nt, -13, 5, 6, -4&16, 12
> Cc1ccc(N2C(=O)C3C(C(=O)c4ccccc4)=NN(c4ccccc4)C3C2=O)cc1 (configuration not stated)
    7, -36[fluorescence artefact?], 0, nt, -3, -3, -7, nt, -3
> CN(C(=O)c1ccco1)c1nc2c(s1)CCCC2
    0, 5, 2, -58, 8, 1, -5, 5, 7
> CCOC(=O)Nc1c(C(=O)OC)[nH]c2cccc(OC)c12
    -3[fluorescence artefact?], -3[fluorescence artefact?], -2, -15, -22, 1, 3, 3, -9
> COc1cc2c(cc1NC(=O)CN(C)Cc1ccc(OC)c(OC)c1)oc1ccccc12
    1, -2[fluorescence artefact?], 7, -13, 11, -5, -9, 3, -1
> CCCCNC(=O)c1sc2nc(C)cc(COC)c2c1-n1cccc1
    -6, -8, -2, -14, -2, 0, -1, nt, 10
> COc1ccc(NC(C)=O)cc1NC(C)c1nc2sc(C)c(C)c2c(=O)[nH]1 (configuration not stated)
    1, -4, 2, 3, -5, -3, 2, -1, 2
> CCOC(=O)C1(C/C(C)=N/NC(N)=O)CC(C)(C)OC1=O (configuration not stated)
    -10, -8, 5, -13, -11, 0, -4, 13, 0
> COC(=O)c1cc(C(=O)OC)n(Cc2ccc(F)cc2)n1
    -12[fluorescence artefact?], 26[fluorescence artefact?], -4, -5, -15, 3, -7, -2, 10
> Cc1nn2c(N)csc2nc1=O
    -6, -9, 5, 2, -11, 8, 6, -13, 24
> Cc1c(C(=O)N2CCN(CCc3ccccc3)CC2)oc2ccccc12
    10, -2, -1, -17, 10, -8, -1, 14, 6
> COc1ccc(N(CC(=O)Nc2ccc(C(N)=O)cc2)S(=O)(=O)c2ccc(C)c([N+](=O)[O-])c2)cc1
    -2, 5, -2, -5, -2, -4, 3, 1, 9

Not a hit list. About 3.5% of those tested had a hit in this group.
